KCNQ1 pot: potentiators or activators of KCNQ1 channel, primary screen, cell-based, thallium flux, high-throughput; Potassium voltage-gated channel subfamily KQT member 1 (Homo sapiens), P51787; CHO-K1 KCNQ1, thallium flux FluxOR fluorescence; active compounds read high; B-score at 10 µM; hit rate 0.35% among 310,000; AID 2648, 2010;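 active means fluorescence ratio B-score, a plate-corrected score, at least three library SD, with initial intensity B-score within 5 SD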
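Assay system: CHO-K1 cells stably expressing KCNQ1. Medium: assay buffer for compound exposure, DMSO matched across wells. Timing: 37 °C overnight plating, 90-min dark dye load, 20-min compound pretreatment. Signal: kinetic FluxOR fluorescence, 10 s baseline plus 110 s post-stimulus.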
GSK3B inh: human GSK3beta kinase inhibitors, primary screen, biochemical, cell-free homogeneous, HTS | Glycogen synthase kinase-3 beta (Homo sapiens), P49841 | GST-GSK3beta kinase, ADP-Glo luminescence, 60 min; active compounds read low | activity score (negative = inhibition), % at 10 µM | hit rate 0.038% among 300,000;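 active means more than half of replicate wells score below -50%, meaning over 50% inhibition versus plate controls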;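 further: 0% = median DMSO wells and -100% = median GW8510 positive control wells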
Target sequence (P49841 whole entry, looked up): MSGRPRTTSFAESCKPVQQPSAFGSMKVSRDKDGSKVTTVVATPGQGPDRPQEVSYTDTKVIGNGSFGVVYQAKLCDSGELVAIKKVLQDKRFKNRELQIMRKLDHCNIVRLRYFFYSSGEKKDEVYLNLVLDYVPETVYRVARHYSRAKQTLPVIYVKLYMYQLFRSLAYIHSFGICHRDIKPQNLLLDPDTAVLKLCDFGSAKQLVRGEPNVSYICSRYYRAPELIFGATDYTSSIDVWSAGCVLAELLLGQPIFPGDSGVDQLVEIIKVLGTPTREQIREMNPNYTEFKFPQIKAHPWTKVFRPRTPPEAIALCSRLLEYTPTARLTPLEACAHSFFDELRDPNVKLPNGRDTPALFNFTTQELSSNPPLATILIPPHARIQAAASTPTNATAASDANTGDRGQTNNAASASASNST
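Assay system: GST-tagged human GSK3beta kinase, cell-free; Input: 1.6 ng GSK3beta; Medium: Tris/MgCl2 kinase buffer; Timing: 60 min enzyme reaction, room temperature; Signal: ADP-Glo luminescence quantifying ADP generated by kinase; Evaluation: score relative to plate controls; Benchmarks: DMSO neutral wells and GW8510 at 20 µM as positive.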
GSK3 alpha inh: blockers of GSK3A enzyme activity – biochemical, luminescence, cell-free homogeneous, HTS, primary screen; Glycogen synthase kinase-3 alpha (Homo sapiens), P49840; GSK-3 alpha kinase, ADP-Glo luminescence, 60 min; inhibition, % at 10 µM; hit rate 0.1% among 320,000;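 in the data active means inhibition above about 50%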;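 further: GST-tagged GSK-3 alpha with peptide substrate and 25 µM ATP; 0% = DMSO neutral wells and 100% = GW8510 positive control wells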
HDAC3 inh: HDAC3 deacetylase inhibitors, primary screen, biochemical, fluorescence, cell-free homogeneous | Histone deacetylase 3 (Homo sapiens), O15379 | recombinant HDAC3, fluorogenic peptide/trypsin coupled | inhibition, % at 8.3 µM | hit rate 0.15% among 320,000 | AID 2718, 2010; in the data active means inhibition above about 26%, passing the limit was not always enough
PolyA inh: polyadenylation inhibitors in yeast reporter cells, primary screen, luminescence, S. cerevisiae. calls only at 12 µM. S. cerevisiae SKY197-pL101 polyadenylation reporter, beta-gal luminescence; efflux-impaired pdr1/pdr3 knockout yeast; score 100 = 6 SD above DMSO. AID 1875, 2009. hit rate 0.02% among 300,000;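 active means lowest replicate activity score at least 50, where 100 means six control SD above control mean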;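 further: yeast exposed to compound for 9 h at 30 °C; higher score means more reporter readthrough which indicates perturbed polyadenylation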
KCNQ1 inh: inhibitors of human KCNQ1 channel, primary screen, cell-based, thallium flux, high-throughput; Potassium voltage-gated channel subfamily KQT member 1 (Homo sapiens), P51787; CHO-K1 KCNQ1, FluxOR thallium flux fluorescence; active compounds read high; B-score at 10 µM; hit rate 1.3% among 310,000;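 active means compounds whose thallium flux B-score, printed positive for inhibition, exceeds three library SD while starting fluorescence stays within three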;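 further: channel opened by potassium depolarization with thallium stimulus after 20 min compound exposure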
DYRK1A inh: rat Dyrk1A kinase inhibitors, primary screen, biochemical, single point, plate reader. Dual specificity tyrosine-phosphorylation-regulated kinase 1A (Rattus norvegicus), Q63470. ADP-Glo luminescence, NFATc1 peptide. inhibition, % at 12.5 µM. hit rate 0.43% among 310,000. AID 504441, 2011; in the data active means inhibition above about 50%;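 further: plate controls were vehicle with enzyme for no effect and no enzyme for full effect; many of its hits are not listed in these tables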
hERG rescue: hERG rescue from dofetilide block, primary screen, cell-based, CHO-hERG, FluxOR thallium flux, dofetilide IC70; hit rate 0.51% among 310,000; Voltage-gated inwardly rectifying potassium channel KCNH2 (Homo sapiens), Q12809; activation (rescue from dofetilide block), less the hit threshold, % at 10 µM; AID 1511, 2009; dofetilide IC70 present;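 active means activation above the mean of controls blocked by dofetilide plus 5 SD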;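 further: thallium influx through hERG after potassium depolarization seen as dye fluorescence rise; in these data hits start at about 4.7%; inactives centre near -7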
KCNK9 inh: KCNK9 potassium channel inhibitors, primary screen, HEK293 cells, thallium flux | B-score at 10 µM | FluxOR thallium flux fluorescence; active compounds read low | hit rate 1.2% among 310,000;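 active means ratio B-score over 3 SD below the library mean, with starting fluorescence within 5 SD of its mean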;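 further: negative B-score means less thallium flux so channel inhibition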
RGS4 pot: RGS4 potentiators or activators, primary screen, cell-based, HEK293 M3R inducible RGS4, calcium flux. carbachol calcium flux Fluo4; active compounds read low. B-score at 10 µM. hit rate 0.92% among 310,000. AID 463111, 2010;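 active means B-score of the integrated calcium signal more than 4 SD below the library mean, with starting fluorescence not abnormally high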;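 further: negative B-score means reduced calcium response which marks RGS4 activation or potentiation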
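Also added: carbachol at ECmax as muscarinic agonist stimulus; Assay system: HEK293 cells with stable M3R and inducible RGS4; Timing: overnight RGS4 induction, 30 min dye load 37 °C, 20 min compound RT; Measured by: Fluo4-AM (2 µM) calcium-flux fluorescence, kinetic read.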
KCNK3 block: human KCNK3 channel inhibitors, primary screen, CHO cells, FluxOR thallium flux, B-score; FluxOR fluorescence; active compounds read low; hit rate 0.84% among 340,000; B-score at 10 µM; Potassium channel subfamily K member 3 (Homo sapiens), O14649;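 active means B-score under library mean minus 4 SD, starting fluorescence ratio at most library mean plus 5 SD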;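 further: more negative B-score means stronger inhibition of thallium flux through KCNK3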
Target sequence (O14649 whole entry, looked up): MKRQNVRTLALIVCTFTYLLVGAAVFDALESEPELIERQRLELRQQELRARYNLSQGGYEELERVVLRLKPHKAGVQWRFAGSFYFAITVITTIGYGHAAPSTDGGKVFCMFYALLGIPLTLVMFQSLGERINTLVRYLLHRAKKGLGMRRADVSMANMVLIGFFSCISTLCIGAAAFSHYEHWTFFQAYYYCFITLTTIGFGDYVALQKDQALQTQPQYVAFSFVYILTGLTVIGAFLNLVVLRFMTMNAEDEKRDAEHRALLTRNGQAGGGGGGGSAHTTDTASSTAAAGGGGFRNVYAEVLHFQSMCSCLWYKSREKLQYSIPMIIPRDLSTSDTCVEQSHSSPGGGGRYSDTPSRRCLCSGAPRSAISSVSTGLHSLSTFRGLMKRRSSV
Numbers without * were called inactive; i = inactive; nt = not tested or not shown. A portion of the library; the hit share may differ from the screen's.

SMILES	KCNQ1 pot	GSK3B inh	GSK3 alpha inh	HDAC3 inh	PolyA inh	KCNQ1 inh	DYRK1A inh	hERG rescue	KCNK9 inh	RGS4 pot	KCNK3 block
CC(C)CN(C(=O)COc1ccc(-c2nnco2)cc1)C1CCS(=O)(=O)C1 (centres undefined)	i	-3.3	-0.4	-0.5	i	i	-2.4	-12.1	i	i	i
CC(=O)Cn1c(=O)oc2ccccc21	i	1.0	0.0	1.4	i	i	7.1	-7.9	i	i	i
CCOc1ccc(-n2c(C)nc3c(cnn3-c3ccc(Cl)cc3)c2=O)cc1	i	0.9	nt	nt	i	i	-1.5	-5.9	i	i	i
COCCNC(=O)c1c[nH]c2ccc(S(=O)(=O)N3CCC4(CC3)OCCO4)cc2c1=O	i	0.7	nt	nt	i	i	-7.0	-2.3	i	i	i
Cc1cc(C)c2c(NC(=O)C3CC3)nn(C)c2n1	i	1.5	-1.9	-36.9	i	i	-14.1	-10.8	i	i	i
Cc1nc2ccccc2n1/C(=N/S(=O)(=O)c1ccc(Br)cc1)c1ccccc1	i	4.7	-0.9	0.9	i	i	nt	-9.9	i	i	nt
CCOC(=O)c1nc(N)c(=O)n(-c2ccccc2)n1	i	1.3	-1.2	2.5	i	i	7.8	-5.4	i	i	i
Cc1cccc(N2CCN(C(=O)c3ccc(CNc4c(N5CCC(C)CC5)c(=O)c4=O)cc3)CC2C)c1 (centres undefined)	i	-1.6	0.4	-0.2	i	i	-5.9	-15.8	i	i	i
Cn1c(=O)oc2cc(S(=O)(=O)Nc3ccc(Cl)cc3)ccc21	i	5.4	-3.2	0.5	i	i	12.8	-10.2	i	i	i
O=C(NNS(=O)(=O)c1ccccc1)c1cnn(-c2ccc(Cl)cc2)c1C(F)(F)F	i	1.1	0.9	-0.7	i	i	3.9	-10.8	i	i	i
O=C(N/N=C/c1ccc(OCCCF)cc1)c1ccc(C(F)(F)F)cc1	i	-1.5	-3.2	-2.7	i	i	-0.8	-14.6	i	i	i
CC1=NN(c2ccccc2)C(=O)/C1=C\N1CC(C)OC(C)C1 (centres undefined)	i	7.0	-3.0	5.0	i	i	nt	-13.9	i	i	i
Cc1ccccc1C(=O)OC1CCCN(C)C1 (centres undefined)	i	-0.2	0.9	-5.9	i	i	-2.5	-6.8	i	i	i
CC(=O)N1CCN(S(=O)(=O)c2c(C)n(C)c(=O)n(C)c2=O)CC1	i	-0.5	-2.6	nt	i	i	-1.7	-7.5	i	i	i
Cc1cc2nc(/N=C(\N)NC(=O)C(C)C)nc(C)c2cc1C	i	-3.7	-6.0	-8.4	i	i	9.6	-5.7	i	i	i
Cc1onc(-c2c(F)cccc2Cl)c1C(=O)OCC(=O)c1c(N)n(C)c(=O)n(C)c1=O	i	-4.9	1.8	5.6	i	i	nt	-22.7	i	i	i
Cc1ccc2oc(=O)c(/C=C(\O)C(C)(C)C)nc2c1	i	2.8	11.4	-3.9	i	i	-0.2	-13.7	i	i	i
CC(C)Sc1nc(NCc2ccco2)c2c3c(sc2n1)COC(C)(C)C3	i	2.7	-4.5	-3.3	i	i	5.9	-4.8	i	i	i
Cc1ccc2nc(-c3ccccc3)oc(=O)c2c1	i	2.5	-0.9	-0.4	i	i	7.3	-5.1	i	i	i
O=C(Nc1ccncc1)c1cc2ccccc2cc1O	i	0.0	-1.3	1.9	i	i	10.2	-15.5	i	i	i
CCO[C@@H]1OC(C(=O)NCc2ccccc2)=C[C@H](c2ccc(Br)cc2)[C@H]1CCCO	i	-0.1	-4.0	0.0	i	i	10.5	-8.1	i	i	i
Cn1c(=NC(=O)CS(=O)(=O)c2ccc(F)cc2)sc2ccccc21	i	1.4	-1.6	5.3	i	i	14.0	-10.0	i	i	i
CN(CC(=O)Nc1ccc(N2CCOCC2)cc1)C(=O)CSc1ccc(Br)cc1	i	1.2	1.0	-1.5	i	i	0.5	-10.2	i	i	i
COc1cccc(CNc2ccc(Br)cn2)c1O	i	0.6	-3.6	-1.1	i	i	1.4	-3.4	i	i	i
Cc1ccc(NC(=O)CCCC(=O)O)c(-c2nc3ccccc3[nH]c2=O)c1	i	-5.7	-3.8	-5.2	i	i	1.5	-6.7	i	i	i
SMILES	KCNQ1 pot	GSK3B inh	GSK3 alpha inh	HDAC3 inh	PolyA inh	KCNQ1 inh	DYRK1A inh	hERG rescue	KCNK9 inh	RGS4 pot	KCNK3 block
O=C(NCc1ccc2c(c1)OCO2)c1n[nH]c(=O)c2ccccc12	i	0.5	-4.8	8.6	i	i	3.3	-6.4	i	i	i
O=C(CSc1nc2ccccc2s1)N1CCOCC1	i	4.8	-3.6	0.7	i	i	9.2	-6.6	i	i	i
Fc1ccc(C2Nc3cccc4cccc(c34)N2)cc1	i	2.2	1.0	-2.1	i	i	52.5*	-7.0	i	i	i
COc1ccc(CNCC(O)(c2ccc(F)cc2)c2ccc(F)cc2)cc1OC	i	-0.8	-1.9	-0.4	i	i	0.7	-10.8	i	i	i
Oc1ccc(CN2CCCc3ccccc32)c2cccnc12	i	1.3	-2.7	-1.1	i	i	3.4	-2.8	i	i	i
CS(=O)(=O)N1CCCC(C(=O)NCCCN2CCC(Cc3ccccc3)CC2)C1 (centres undefined)	i	1.7	-2.4	4.9	i	i	-0.3	-5.2	i	i	i
CCc1nn2c(=O)cc(CSCC(=O)Nc3ccccc3Cl)nc2s1	i	2.1	nt	nt	i	i	2.4	-6.6	i	i	i
CCOc1ccc(Nc2c3c(nc4ncnn24)CC(C)CC3)cc1 (centres undefined)	i	-0.9	6.3	2.4	i	i	2.4	-6.1	i	i	i
Cc1ccc(-n2c(SCC(=O)NCCN3C(=O)CSC3=O)nnc2-c2cccc(C)c2)cc1	i	2.1	-1.3	2.1	i	i	-1.9	-3.0	i	i	i
O=C(Cn1c(C(F)(F)F)nc2ccccc21)c1ccc(Br)cc1	i	1.3	-7.0	2.9	i	i	-6.6	-4.8	i	i	i
CCOc1cc(-c2nc(C)c(C(C)=O)n2O)ccc1OCC(=O)Nc1ccccc1	i	3.5	-0.5	3.3	i	i	-2.7	-11.3	i	i	i
Cc1ccc(C(=O)NNc2cc(N3CCCC3)nc(N3CCCC3)n2)cc1	i	-4.3	-0.8	5.2	i	i	nt	-3.0	i	i	nt
Cc1cccc(C)c1OCc1cc(C(=O)N2CCN(Cc3nccn3C)CC2)no1	i	5.6	-0.3	-8.1	i	i	-2.3	-6.2	i	i	i
NC(=O)c1nsc(C(=O)N(c2cccc(F)c2)C(C(=O)NC2CCCC2)c2ccc(O)cc2)c1N (centres undefined)	i	-7.9	4.2	-0.6	i	i	4.0	-7.5	i	i	i
O=C1CC(c2ccc(F)cc2)Sc2nc(C34CC5CC(CC(C5)C3)C4)nn21 (centres undefined)	i	-0.3	-1.1	3.7	i	i	-5.3	-8.2	i	i	i
COc1ccc(Cl)cc1NC(=S)NCc1cccs1	i	4.6	-1.0	3.7	i	i	4.0	-18.9	i	i	i
CC(=O)N1N=C(c2ccc(C)c([N+](=O)[O-])c2)OC1(C)C	i	-5.0	-1.8	-1.0	i	i	10.6	-5.3	i	i	i
COc1ccc(C2CC(=O)C(C=NCCN3CCN(C(=S)Nc4ccccc4)CC3)=C(O)C2)cc1OC (centres undefined)	i	3.6	1.5	9.6	i	i	-4.2	-11.8	i	i	i
CCCCCOc1ccc(/C=N/NC(=O)c2nnn(-c3nonc3N)c2CN2CCCCCC2)cc1	i	-4.2	39.9	7.1	i	i	-16.1	-6.0	i	i	i
O=C(NC1CCCC1)C(c1ccco1)N(Cc1ccccc1)C(=O)c1csnn1 (centres undefined)	i	0.9	0.1	2.2	i	i	-13.3	-13.4	i	i	i
CC(C)Oc1ccc(/C(O)=C2/C(=O)C(=O)N(CCN(C)C)C2c2cccs2)cc1 (centres undefined)	i	1.8	-1.6	0.0	nt	i	-8.1	-6.3	i	i	i
O=C(CCNS(=O)(=O)c1ccc(Br)s1)NCc1ccccc1Cl	i	-0.3	0.1	-1.1	i	i	1.8	-6.5	i	i	i
Cc1ccc(-c2ccc(CCC(=O)O)n2CC2CCCO2)cc1 (centres undefined)	i	2.5	-3.0	-27.8	i	i	-15.2	-14.3	i	i	i
COc1ccc(CC(=O)NC2=NCCS2)cc1	i	-1.9	-1.7	-2.9	i	i	-2.8	-8.6	i	i	i
COc1ccccc1-c1noc(CCCC(=O)NC2CCCC2)n1	i	4.8	-0.4	7.0	i	i	0.8	0.7	i	i	i
COc1ccc(C[C@H]2CN3C(=NC[C@H]3Cc3ccccc3)N2CCNC(=O)c2ccc(C)c(Br)c2)cc1	i	-8.5	5.8	4.1	i	7*	6.0	-27.3	i	i	i
COc1cccc2cc(CC(=O)c3ccccc3)c(=O)oc12	i	-1.9	0.2	3.5	i	i	4.7	-6.9	i	i	i
Cc1ccc(CNC(=O)C2CCCN(C(=O)N(C)C)C2)cc1 (centres undefined)	i	0.2	-0.6	-1.2	i	i	1.6	-9.6	i	i	i

Part of the list above in order of number of heavy atoms, low to high:
SMILES	KCNQ1 pot	GSK3B inh	GSK3 alpha inh	HDAC3 inh	PolyA inh	KCNQ1 inh	DYRK1A inh	hERG rescue	KCNK9 inh	RGS4 pot	KCNK3 block
COc1ccc(Cl)cc1NC(=S)NCc1cccs1	i	4.6	-1.0	3.7	i	i	4.0	-18.9	i	i	i
CCOc1ccc(Nc2c3c(nc4ncnn24)CC(C)CC3)cc1 (centres undefined)	i	-0.9	6.3	2.4	i	i	2.4	-6.1	i	i	i
CC(C)Oc1ccc(/C(O)=C2/C(=O)C(=O)N(CCN(C)C)C2c2cccs2)cc1 (centres undefined)	i	1.8	-1.6	0.0	nt	i	-8.1	-6.3	i	i	i

Source: PubChem BioAssay (several laboratories)
